ERK EGF inh: qHTS Assay for Inhibitors of the ERK Signaling Pathway using a Homogeneous Screening Assay; Stimulation with EGF | HEK293-V1b, EGF-stimulated phospho-ERK AlphaScreen | Potency, µM (doses to about 11.5 µM), inactives show at the highest dose activity change, negative = inhibition, actives largely listed as inhibitors | 130,000 tested, 0.41% active; active means well fitted inhibition curve with a large enough effect; inconclusive means small, poorly fitted or top-dose-only effect, or effect the other way;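 further: plate controls were stimulated vehicle wells for no effect and unstimulated vehicle basal for full effect; nearly all actives have a fitted effect of over 55% in size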
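In this qHTS, HEK293 cells with stable type-1 vasopressin (V1b) receptor were exposed to compound at 37C for 30 min, stimulated 5 min with EGF at 25 nM, lysed, and probed for phospho-ERK by AlphaScreen.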
An asterisk follows results filed as active; ? = inconclusive; [ ] = another dose, or the depositor's remark. Potency means the concentration at half of the fitted maximal effect.

The first 20 compounds, ahead of the listing:
SMILES	ERK EGF inh
Cc1ccc(C(=O)NC(=S)Nc2ccc(NC(=O)c3cccc(Cl)c3)cc2)cc1	3%
COc1ccc2c3c(c(=O)oc2c1OCC(=O)O)CCCC3	6%
O=C(c1nc2ccccn2c1CN1CCC(Cc2ccccc2)CC1)N1CCCC1	-21%
COc1ccc(C(=O)NC(=S)NNC(=O)c2c(-c3ccccc3)noc2C)cc1OC	-4%[57.5 µM]
CC(C)NCc1cc(Br)ccc1OCc1ccccc1	-7%
Cc1cccc(NC(=O)c2nc[nH]c2C(=O)NCC(=O)OCc2ccccc2)c1	-15%[57.5 µM]
Cc1ccc(S(=O)(=O)/N=C(/c2ccc(F)cc2)N2CCCCC2)cc1	0%
CCOc1ccc(S(=O)(=O)NNC(=S)Nc2ccc(Br)cc2)cc1	7%
COc1ccc(OCCSc2nc(N)cc(=O)[nH]2)cc1	-10%
COc1ccc2c(=O)cc(C(=O)O)oc2c1	-5%
Cc1ccc(NNC(=S)Nc2ccc(C(C)C)cc2)c(C)c1	?
CCNc1nc(NCC)nc(N(CC)C(N)=S)n1	-2%[57.5 µM]
COc1ccc(/C=C/C(=O)Nc2ccc3nc4n(c(=O)c3c2)CCCC4)cc1OC	0%[57.5 µM]
CC(=O)Nc1ccc(NS(=O)(=O)c2ccc(-c3csc(C)n3)s2)cc1	8%[57.5 µM]
O=C(CN1C(=O)C2CC=CCC2C1=O)NCc1cccs1 (configuration not stated)	20%
CCC(CC)C(=O)Nc1ccc(C(=O)c2ccccc2)cc1	5%
O=C(NNc1nc2ccccc2o1)c1ccccc1	-10%[57.5 µM]
COc1cc(/C=C/C(=O)O)cc(OC)c1OC	23%
CS/C(=C/[N+](=O)[O-])Nc1cccc2c1C(C)CC2(C)C (configuration not stated)	6%
COCC(C)NC(=O)/C=C/c1ccc(OC)cc1 (configuration not stated)	3%

The listing (from the top)
SMILES	ERK EGF inh
Cc1ccc(C(=O)NC(=S)Nc2ccc(NC(=O)c3cccc(Cl)c3)cc2)cc1	3%
COc1ccc2c3c(c(=O)oc2c1OCC(=O)O)CCCC3	6%
O=C(c1nc2ccccn2c1CN1CCC(Cc2ccccc2)CC1)N1CCCC1	-21%
COc1ccc(C(=O)NC(=S)NNC(=O)c2c(-c3ccccc3)noc2C)cc1OC	-4%[57.5 µM]
CC(C)NCc1cc(Br)ccc1OCc1ccccc1	-7%
Cc1cccc(NC(=O)c2nc[nH]c2C(=O)NCC(=O)OCc2ccccc2)c1	-15%[57.5 µM]
Cc1ccc(S(=O)(=O)/N=C(/c2ccc(F)cc2)N2CCCCC2)cc1	0%
CCOc1ccc(S(=O)(=O)NNC(=S)Nc2ccc(Br)cc2)cc1	7%
COc1ccc(OCCSc2nc(N)cc(=O)[nH]2)cc1	-10%
COc1ccc2c(=O)cc(C(=O)O)oc2c1	-5%
Cc1ccc(NNC(=S)Nc2ccc(C(C)C)cc2)c(C)c1	?
CCNc1nc(NCC)nc(N(CC)C(N)=S)n1	-2%[57.5 µM]
COc1ccc(/C=C/C(=O)Nc2ccc3nc4n(c(=O)c3c2)CCCC4)cc1OC	0%[57.5 µM]
CC(=O)Nc1ccc(NS(=O)(=O)c2ccc(-c3csc(C)n3)s2)cc1	8%[57.5 µM]
O=C(CN1C(=O)C2CC=CCC2C1=O)NCc1cccs1 (configuration not stated)	20%
CCC(CC)C(=O)Nc1ccc(C(=O)c2ccccc2)cc1	5%
O=C(NNc1nc2ccccc2o1)c1ccccc1	-10%[57.5 µM]
COc1cc(/C=C/C(=O)O)cc(OC)c1OC	23%
CS/C(=C/[N+](=O)[O-])Nc1cccc2c1C(C)CC2(C)C (configuration not stated)	6%
COCC(C)NC(=O)/C=C/c1ccc(OC)cc1 (configuration not stated)	3%
CCCNC(=O)c1ccccc1NC(=O)c1ccccc1N(C)S(=O)(=O)c1ccc(C)cc1	-1%
COc1ccc(-c2nn(-c3ccccc3)cc2CNC(C)Cn2cncn2)c(F)c1 (configuration not stated)	0%
N#CC1=C(N)Oc2c(oc(CO)cc2=O)C1c1ccccc1[N+](=O)[O-] (configuration not stated)	-1%[57.5 µM]
CC(C)(C)OC(=O)NCCCC[C@H](NC(=O)c1nc[nH]c1C(=O)N[C@@H](CCCCNC(=O)OC(C)(C)C)C(=O)OC(C)(C)C)C(=O)OC(C)(C)C	-9%[57.5 µM]
COc1cc([C@H](Cc2ccccc2)NC(C)=O)oc(=O)c1	-10%[57.5 µM]
CC(C)[C@@H](CO)NC(=O)c1ccc2c3n(nc2c1)-c1ccccc1CO3	-5%[57.5 µM]
CCN(CC(=O)NC(C)(C)C)C(=O)c1ccc2c(c1)S(=O)(=O)c1ccccc1C2=O	-5%
COCc1cc(C)nc(SC)c1C#N	-8%
COC(=O)N1CCC2(CCN(C(=O)NC(C)C)CC2)CC1	-1%
Cc1[nH]c2ccccc2c1/C=N/Nc1ccccc1[N+](=O)[O-]	25µM*
CCC(Sc1nc2ccccc2c(=O)[nH]1)C(=O)Nc1ccc(C(C)=O)cc1 (configuration not stated)	-2%
COc1ccc(-n2c(Cc3cccn3C)nnc2SCC(=O)Nc2cccc(OC)c2)cc1	5%
COc1cccc(OC)c1C(=O)Nc1ccc(Cc2ccncc2)cc1	15%
Cc1cc(C)nc(NS(=O)(=O)c2ccc(NC(=O)CN3C(=O)S/C(=C\c4ccccc4)C3=O)cc2)n1	11%
C=C(C)Cn1c(CCCNC(=O)CC)nc2ccccc21	-6%
COc1cccc(-c2cc(C(=O)N3N=C(C)CC3(O)C(F)F)c3ccccc3n2)c1 (configuration not stated)	3%
CCOC(=O)C1CCCCN1Cc1cn[nH]c1-c1ccc(F)cc1F (configuration not stated)	5%
Cc1ccc(NC(=O)CSc2nnc(Cc3cccn3C)n2-c2ccc(F)cc2)cc1	5%
O=C(c1ccc2c(c1)OCO2)C1CCCN(Cc2ccc3cccc(F)c3n2)C1 (configuration not stated)	13%
Cc1ccc2c(c1C)NC(=O)C21N2CCCC2C(C(=O)c2ccc3ccccc3c2)C12C(=O)Nc1ccccc12 (configuration not stated)	-7%[57.5 µM]
O[C@@H]1COC(Nc2ccc(N=Nc3ccccc3)cc2)C[C@@H]1O (some centres not stated)	?
COc1ccc(C(=O)/C=C/C(=O)N(Cc2ccc3c(c2)OCO3)C(C(=O)NC2CCCCC2)c2ccncc2)c(O)c1 (configuration not stated)	3%
O=C(COC(=O)c1cc(Cl)ccc1Cl)NCCN1C(=O)CSC1=O	8%
Cc1cc(=O)[nH]c(SCC(=O)NC2CCCc3ccccc32)n1 (configuration not stated)	-4%[57.5 µM]
Cc1ccc(NC(=O)C(=O)NCc2ccccn2)cc1	-4%
O=[N+]([O-])c1cc(C(F)(F)F)cc([N+](=O)[O-])c1Sc1n[nH]c(C(F)(F)F)n1	-3%[57.5 µM]
CCOC(=O)c1cnc(-n2nc(C)cc2C)nc1NNc1ncc(-c2ccccc2)cn1	6%[57.5 µM]
CCc1nc2sc3c(c2c(=O)n1N)CC(C)(C)OC3	5%
CCN=c1scc(C)n1/N=C/c1cc(Br)c(O)c(OC)c1	-1%
CC(=O)NCCNc1nc(-c2ccccc2Cl)nc2ccccc12	29%
O=S1(=O)CCN(Cc2csc(-c3cccs3)n2)CC1	-4%[57.5 µM]
OC(CNCc1ccccc1Cl)C(F)(F)F (configuration not stated)	2%
CN(Cc1cnn(C)c1)Cc1nc(C(c2ccccc2)c2ccccc2)no1	-17%
O=C1CC(c2cccc(F)c2)c2c(c3ccccc3[nH]c2=O)O1 (configuration not stated)	?
CN(C(=O)COC(=O)C1CCN(S(=O)(=O)c2cccs2)CC1)c1ccccc1	4%[57.5 µM]
FC(F)(F)c1cnc(NNC(=S)Nc2ccc(Cl)cc2)c(Cl)c1	3%
COC(=O)CCC(=O)Nc1cc(Cl)cc(Cl)c1	4%
COc1ccc(-c2nn(-c3ccccc3)cc2/C=N/Nc2ccc3ccccc3n2)cc1OC	4%
Cc1cccc(C(=O)Oc2ccc(/C=N/O)cc2)c1	?
CCn1nnc(NC(=O)COc2ccc([N+](=O)[O-])cc2)n1	-10%[57.5 µM]

Going on with the list:
SMILES	ERK EGF inh
COc1ccc(C(=O)N/N=C/c2c(CO)cnc(C)c2O)cc1	4%
O=[N+]([O-])c1ccc(-c2nc(=S)c3c(o2)CCCC3)cc1	-1%
CCc1cc2c(=O)c(-c3cnn(-c4ccccc4)c3)c(C(F)(F)F)oc2c(CN(C)C)c1O	9%
O=C(CSc1nnc(-c2cccnc2)n1CCc1ccccc1)NCc1ccccc1	1%
CCN(CC)C(=O)Cn1cc(S(=O)(=O)CC(=O)N2CCCCCC2)c2ccccc21	-11%
N#C/C(=C\c1ccccc1[N+](=O)[O-])C(=O)Nc1ccc(S(N)(=O)=O)cc1	-20%[57.5 µM]
COc1ccccc1N1CCN(C(C)C(=O)Nc2ccc(S(=O)(=O)N3CCOCC3)cc2)CC1 (configuration not stated)	-6%
COc1ccc(NS(=O)(=O)c2ccc(OC)c(NC(=O)CCC3CCCC3)c2)cc1	3%
Cc1ccccc1-c1cc(=O)c2c(O)cccc2o1	6%[57.5 µM]
COCc1ccc(C(=O)N2CCCC(C(=O)c3cc(F)ccc3F)C2)s1 (configuration not stated)	16%
CCN(c1ccccc1)S(=O)(=O)c1cc([N+](=O)[O-])ccc1N	1%
O=c1cc(-c2ccccc2Cl)oc2c(NS(=O)(=O)c3cc(Cl)cc(Cl)c3O)ccc(O)c12	?
Cc1ccc(S(=O)(=O)NCC(=O)N/N=C/c2ccccc2O)cc1	4%
Cc1ccccc1NC(=O)N1CCN(C/C=C/c2ccccc2)CC1	-9%
CCN1/C(=C/c2sc(-c3ccccc3C)c[n+]2C)Sc2ccccc21	-9%
C=CCN(CC=C)C(=S)NCCc1ccc(OC)c(OC)c1	1%
Cc1cc(=O)oc2cc(OCC(=O)OCC(=O)NC3CC3)ccc12	1%
Nc1nonc1-n1nnc(C(=O)N/N=C/c2c(Cl)cccc2Cl)c1CSC1=NCCS1	0%[57.5 µM]
Cc1ccnc(NC(=O)Nc2ccc(Br)cc2Cl)c1	-2%
Cc1ccc(NC(=O)NCC2CCN(Cc3cc(C)ccc3Cl)CC2)c(C)c1	-1%
COc1ccc(OC)c(Nc2nc(NCCCN(C)C)nc(N)c2[N+](=O)[O-])c1	9%[57.5 µM]
O=C(NCCc1ccccc1)c1c(F)c(F)c(F)c(F)c1F	-2%
O=C(O)CN1CCN(Cc2ccccc2F)C1=O	6%
COc1ccc(N=c2cc(-c3ccc(OC)cc3)oc3ccccc23)cc1	?
O=c1c2ccccc2nc(SCc2ccc([N+](=O)[O-])cc2)n1-c1ccc(Cl)cc1	1%
O=C(CNCC1CCCO1)Nc1ccc([N+](=O)[O-])cc1C(=O)Nc1ccccc1F (configuration not stated)	4%
COc1ccc(C(=O)/C=C/Nc2ccc(S(=O)(=O)Nc3cccc(C(C)=O)c3)cc2)cc1	-4%
CC(C)=CC(=O)Nc1c(C)cc(C)cc1Cl	-5%
Cc1nn(CCc2nn[nH]n2)c2nc(-c3ccc(C4CCCCC4)cc3)cc(C(F)(F)F)c12	-2%
Cc1onc(-c2ccccc2Cl)c1C(=O)OCC(=O)Nc1cccc(S(=O)(=O)N2CCOCC2)c1	1%
Cc1cccc(N2CCN(C(=O)C3CCN(c4nnc(-n5cccc5)s4)CC3)CC2C)c1 (configuration not stated)	?
O=S1(=O)CC=C(CSC(=S)NC2CCS(=O)(=O)C2)C1 (configuration not stated)	-11%
CCCC(CCC(=O)Nc1nccs1)C(=O)O (configuration not stated)	1%
CC(=O)N1CCCC1C(=O)O (configuration not stated)	-9%
CCOc1cnc(-c2c(-c3c(F)cccc3Cl)noc2C)o1	37%
CCC1CN(C(=O)Nc2cccc(C)c2)c2cc(C)ccc2O1 (configuration not stated)	5%
Cc1ccc(C2=NN=C(NC(=O)C(F)(F)F)SC2)cc1	3%
CCC(=O)Nc1nc2ccccc2n1Cc1ccccc1Cl	-10%[57.5 µM]
COc1ccc(/C=N/Nc2nc(-c3cccnc3)nc3ccccc23)cc1OC	?
O=C(Cc1ccccc1[N+](=O)[O-])NC1CC1	41%
COc1cc(/C=C(\NC(C)=O)C(=O)NC(C)(C)C)ccc1OC(C)=O	9%
COc1ccc(N(C)C(=O)Cc2c(C(=O)O)[nH]c3ccccc23)c(OC)c1	0%
CC(C)=CCC/C(C)=C/CC/C(C)=N/O	0%[57.5 µM]
COc1ccc(NC(=O)CCC(=O)OCc2ccc(Br)cc2)cc1	4%
O=C(/C=C/c1ccc(Br)cc1)NC(=S)N1CCOCC1	0%
O=C(Nc1ccc(Cl)c(Cl)c1)O/N=C/c1ccncc1	15%
CCc1c(C#N)sc(C(N)=O)c1CC	5%[57.5 µM]
S=C(NCc1ccccc1)N1CCN(c2ccccc2)CC1	-7%
CCN(C(=O)COC(=O)c1ccc(Cl)nc1)C1CCS(=O)(=O)C1 (configuration not stated)	10%
CC(C)CC(NC(=O)c1ccccc1)C(=O)OCC(=O)Nc1ccc(S(N)(=O)=O)cc1 (configuration not stated)	5%
COc1cc([N+](=O)[O-])ccc1NC(=S)N1CCN(c2ccccn2)CC1	0%[57.5 µM]
O=[N+]([O-])c1cccc(C2NCC(c3ccccc3Cl)c3c2[nH]c2ccccc32)c1 (configuration not stated)	-9%
CCN(CC)c1ccc(C(=O)Nc2ccccc2)cc1[N+](=O)[O-]	?
COc1ccc(CCN2C(=O)C3C4CCC(C4=C(C)C)C3C2=O)cc1OC (configuration not stated)	-2%
Cc1ccc2nc(N3CCCCC3)c(C=O)c(=O)n2c1	-7%
Cc1nc(Nc2ccc3c(c2)OCCO3)c2c(C)c(C)sc2n1	4%
Cc1nn(CC#N)c(=O)n1N(C)c1ncc(C(F)(F)F)cc1Cl	1%

Another view of part of the listing above.
ERK EGF inh,Structure
5%[57.5 µM],CCc1c(C#N)sc(C(N)=O)c1CC
10%,CCN(C(=O)COC(=O)c1ccc(Cl)nc1)C1CCS(=O)(=O)C1 (configuration not stated)

Screens: PubChem BioAssay, National Center for Advancing Translational Sciences (NCATS)

This is a subset, so the mix of outcomes need not match the whole.
